Screening results from PubChem BioAssay.
USP28 block – inhibitors of human USP28 deubiquitinase. 47,000 tested, 3% active. purified USP28, Ub-rhodamine cleavage fluorescence, 30 min. inhibition, % at 25 µM
USP8 block – inhibitors of human USP8 deubiquitinase; Ubiquitin carboxyl-terminal hydrolase 8 (Homo sapiens), P40818; purified USP8, Ub-rhodamine cleavage fluorescence, 30 min; inhibition, % at 20 µM; 47,000 tested, 4.2% active
USP7 inh – inhibitors of human USP7 deubiquitinase; purified USP7, Ub-rhodamine cleavage fluorescence; inhibition, % at 20 µM; 47,000 tested, 0.3% active; Ubiquitin carboxyl-terminal hydrolase 7 (Homo sapiens), Q93009
USP10 inh – inhibitors of human USP10 deubiquitinase. purified USP10, Ub-rhodamine fluorescence, 60 min. inhibition, % at 20 µM. 47,000 tested, 1.1% active. AID 1645856, 2021
USP30 inh – inhibitors of human USP30 deubiquitinase. Ubiquitin carboxyl-terminal hydrolase 30 (Homo sapiens), Q70CQ3. purified USP30, Ub-rhodamine cleavage fluorescence. inhibition, % at 25 µM. 47,000 tested, 5.3% active. AID 1645860, 2021
UCHL1 block – inhibitors of human UCHL1 deubiquitinase. AID 1645859, 2021. purified UCHL1, Ub-rhodamine cleavage fluorescence. Ubiquitin carboxyl-terminal hydrolase isozyme L1 (Homo sapiens), P09936. inhibition, % at 20 µM. 47,000 tested, 0.2% active
Target sequence (P09936 whole entry, looked up): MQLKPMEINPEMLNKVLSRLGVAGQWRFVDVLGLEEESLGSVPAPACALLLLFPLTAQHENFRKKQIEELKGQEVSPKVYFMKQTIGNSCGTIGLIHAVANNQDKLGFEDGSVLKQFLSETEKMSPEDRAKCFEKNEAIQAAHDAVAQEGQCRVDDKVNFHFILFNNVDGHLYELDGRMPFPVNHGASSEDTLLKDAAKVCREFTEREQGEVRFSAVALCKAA
OTUD3 block – inhibitors of human OTUD3 deubiquitinase; purified OTUD3, Ub-rhodamine fluorescence, 2 h; inhibition, % at 25 µM; 47,000 tested, 0.7% active
Target sequence (Q5T2D3 whole entry, looked up): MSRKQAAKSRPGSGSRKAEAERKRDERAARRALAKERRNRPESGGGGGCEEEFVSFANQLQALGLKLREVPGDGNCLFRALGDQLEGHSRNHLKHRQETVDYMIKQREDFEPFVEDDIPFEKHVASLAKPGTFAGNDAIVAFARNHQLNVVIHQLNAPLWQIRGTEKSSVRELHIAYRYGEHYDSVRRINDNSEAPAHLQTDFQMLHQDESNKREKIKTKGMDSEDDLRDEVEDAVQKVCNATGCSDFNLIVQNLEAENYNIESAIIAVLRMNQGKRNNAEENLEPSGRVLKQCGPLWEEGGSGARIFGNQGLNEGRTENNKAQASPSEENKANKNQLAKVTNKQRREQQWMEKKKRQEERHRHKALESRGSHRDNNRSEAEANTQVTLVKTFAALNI
USP17 block – inhibitors of human USP17 deubiquitinase; Ubiquitin carboxyl-terminal hydrolase 17-like protein 5 (Homo sapiens), A8MUK1; purified USP17, Ub-rhodamine cleavage fluorescence, 3 h; inhibition, % at 50 µM; 47,000 tested, 6.5% active
An asterisk follows results filed as active; . = no result given. No stated cut-off is given here; in the data, active means inhibition above about 30%; inactive means the rest.

Every second line gives: USP10 inh | USP30 inh | USP7 inh | USP28 block | USP8 block | USP17 block | UCHL1 block | OTUD3 block
> COc1cc(F)ccc1S(=O)(=O)NCc1ccccc1
    3 | 0 | . | -6 | 1 | -6 | 0 | 0
> COc1ccccc1NS(=O)(=O)c1ccc(-c2c(C)noc2C)cc1
    2 | -10 | -4 | 2 | -4 | -16 | 1 | -8
> CC(=O)Nc1ccc(NC(=O)CCc2c(C)c3c(C)nn(-c4cccc(F)c4)c3n(C)c2=O)cc1
    3 | 7 | 1 | -2 | -160 | 7 | 0 | 0
> CC(C)(C)C(=O)Cn1c(=O)n(Cc2ccc(C(=O)NC3CCN(Cc4ccccc4)CC3)cc2)c(=O)c2ccccc21
    0 | -73 | 10 | 3 | 10 | 4 | 2 | -2
> CN(Cc1ccccc1)S(=O)(=O)c1ccc(C(=O)Nc2ccccc2)cc1
    6 | 23 | 1 | 14 | 4 | 5 | 3 | 2
> O=C(Cn1ccc2ccn(Cc3ccccc3)c2c1=O)Nc1ccccc1Cl
    27 | 10 | 17 | 8 | 77* | 33* | -4 | 6
> CC(C)Cc1nc2sc3c(SCC(N)=O)ncnc3c2c2c1COC(C)(C)C2
    2 | . | . | . | 7 | 0 | 0 | -2
> O=S(=O)(CCN1CCN(c2ccccc2)CC1)c1ccc(F)cc1
    -1 | 25 | 3 | 10 | 28 | 17 | 0 | 15
> COc1ccc(C)cc1NC(=O)c1cn(C)c2c(=O)n(Cc3ccccc3)c(=O)[nH]c12
    25 | -4 | 7 | 0 | 17 | 27 | 4 | 2
> Cc1cncc(C2CCN(C(=O)CCc3cc(Cl)no3)CC2)n1
    -4 | -7 | 0 | -7 | -8 | -7 | -2 | 0
> O=C(O)c1ccc(Cl)c(S(=O)(=O)NC(Cc2ccc(O)cc2)C(=O)O)c1 (stereo not drawn)
    -1 | -4 | -2 | 0 | 3 | 8 | -1 | 0
> COc1ccc(C(CNC(=O)c2cc(-c3ccc(Cl)cc3)on2)N2CCOCC2)cc1 (stereo not drawn)
    25 | 29 | 8 | 4 | 40* | . | -1 | 13
> Cc1cccc(C)c1NC(=O)C1(N(Cc2ccco2)C(=O)c2ccccc2F)CCCCC1
    4 | 36* | 3 | 11 | 10 | 14 | 4 | 11
> Cc1cc(NC(=O)c2ccc([N+](=O)[O-])cc2)ccc1NC(=O)Cc1ccccc1
    8 | 11 | 3 | -3 | -15 | -2 | -3 | 2
> Cc1ccc(NS(=O)(=O)c2cc(C(=O)NCc3ccncc3)ccc2C)cc1
    4 | 15 | 5 | 9 | 8 | 1 | 0 | 6
> COCCNC(=O)C1c2ccccc2C(=O)N(Cc2ccccc2)C12CCCC2 (stereo not drawn)
    -1 | 32* | 4 | 12 | 10 | -1 | 1 | 8
> O=C1NC2(CCN(C(=O)c3ccc(OC4CSC4)cc3)CC2)Nc2ccccc21
    1 | 1 | -2 | -6 | -23 | -2 | -2 | -5
> c1cc(-c2cc(N3CCCCCC3)n[nH]2)ccn1
    1 | -7 | -27 | -4 | -227 | -39 | -1 | -1
> COc1cccc(CN2CCC(c3[nH]nc4nccnc34)CC2)c1
    -1 | 16 | 2 | 12 | 15 | 7 | 3 | 9
> O=C1CC(C(=O)Nc2cccc(Br)c2)c2ccc(F)cc2N1 (stereo not drawn)
    1 | 11 | -5 | 39* | 14 | 11 | 2 | 10
> CC(C)(C)Nc1c(C2CCN(C(=O)CN3CCCC3=O)CC2)nc2ccccn12
    0 | 20 | 5 | 11 | 18 | 8 | 1 | 20
> Cc1ccc(-c2nc(C)sc2C2=C(c3ccc(Cl)cc3)COC2=O)cc1
    -9 | -120 | -8 | -36 | -39 | -28 | -8 | -43
> COc1cccc(C2c3[nH]c4ccccc4c3C[C@@H]3C(=O)N(CC4CCCO4)CC(=O)N23)c1 (stereo partly drawn)
    -7 | -61 | -5 | -15 | -8 | 6 | 0 | -13
> NC(=Nc1cccnc1)c1ccc2ccccc2n1
    3 | 4 | . | -10 | -2 | 10 | -1 | -5
> CNc1nc2c(c(=O)n1C)CN(S(=O)(=O)c1ccc(OC)cc1)CC2
    -1 | 16 | 6 | 5 | 6 | 5 | 4 | 3
> Cn1c(=O)[nH]c(=O)c2c1nc(N1CCN(c3ccccc3)CC1)n2CCSc1nnnn1-c1ccccc1
    -5 | -4 | 3 | -7 | -27 | -7 | -1 | -1
> O=C(O)/C=C\c1cn(-c2ccccc2)nc1-c1ccccc1
    2 | 9 | 3 | 0 | 1 | 0 | 3 | 14
> COc1cc(C(=O)COC(=O)c2ccccc2NS(=O)(=O)c2cc(C(C)(C)C)ccc2C)cc(OC)c1OC
    10 | -12 | . | 0 | 2 | -12 | 5 | 0
> Cc1sc2nc(CN3CCN(c4ccccc4)CC3)nc(N)c2c1C
    -1 | -1 | -6 | -11 | -31 | -25 | -1 | -6
> COCCCNc1nc2nonc2nc1N1CCN(C2C3CC4CC(C3)CC2C4)CC1 (stereo not drawn)
    2 | -16 | 2 | 16 | -5 | -9 | 2 | -6

USP8 block, entries above that show a hit
Every second line gives: USP10 inh | USP30 inh | USP7 inh | USP28 block | USP8 block | USP17 block | UCHL1 block | OTUD3 block
> O=C(Cn1ccc2ccn(Cc3ccccc3)c2c1=O)Nc1ccccc1Cl
    27 | 10 | 17 | 8 | 77* | 33* | -4 | 6
> COc1ccc(C(CNC(=O)c2cc(-c3ccc(Cl)cc3)on2)N2CCOCC2)cc1 (stereo not drawn)
    25 | 29 | 8 | 4 | 40* | . | -1 | 13

(list continues)
Every second line gives: USP10 inh | USP30 inh | USP7 inh | USP28 block | USP8 block | USP17 block | UCHL1 block | OTUD3 block
> O=C(/C=C/c1ccccc1)Nc1c2c(nc3c1CCC3)CCCC2
    -4 | 40* | 7 | 11 | 11 | 21 | 1 | 9
> CC(=O)Nc1ccc(C(=O)N2C[C@H]3C[C@H](COc4cccnc4)[C@@H](C2C)N3C)cc1 (stereo partly drawn)
    -1 | 1 | -1 | -4 | 0 | 1 | -5 | -4
> CC1CCC(NC(=O)C2CCN(C(=O)c3cc(-c4ccncc4)n[nH]3)CC2)CC1 (stereo not drawn)
    0 | 25 | 0 | 13 | 7 | 17 | 1 | 10
> Cc1ccc(C(=O)N2CC[C@](O)(c3ccccc3)[C@H](N(C)C)C2)cn1
    -1 | -3 | 4 | -10 | -9 | . | -2 | -3
> O=C(Nc1ccc(OCc2ccccc2)cc1)Nc1ccccc1N1CCOCC1
    7 | 22 | 6 | 18 | 13 | 5 | 6 | 13
> CNC(=O)[C@@]12CCCN(c3ncccn3)[C@@H]1CN(Cc1ccccc1C)C2
    -1 | 19 | 0 | 9 | -66 | -16 | 1 | 11
> Fc1ccccc1Cn1c(COc2ccccc2)nc2ccccc21
    13 | 27 | -26 | 10 | 5 | -2 | 9 | 0
> CC(C)NC(=O)[C@H]1C[C@@H]2CN(S(=O)(=O)N(C)C)C[C@H]1O2
    0 | 19 | 1 | 0 | 12 | 12 | 1 | 5
> CC(CNC(=O)CCc1nnc2n(Cc3ccccc3Cl)c(=O)c3ccccc3n12)c1ccccc1 (stereo not drawn)
    -1 | -7 | 1 | -14 | -71 | 6 | -4 | -12
> CC(OC(=O)c1ccc(N(C)C)cc1)C(=O)Nc1ccc(Cl)cn1 (stereo not drawn)
    3 | 3 | 5 | 3 | 6 | 4 | 3 | 3
> O=C(Cn1cc(S(=O)(=O)N2CCCCCC2)ccc1=O)Nc1ccccc1
    5 | -13 | 0 | -9 | 9 | 36* | -2 | -3
> O=C1N(Cc2cccc(Cl)c2)CCN1c1ccc2c(c1)CCC2
    12 | 14 | -7 | 61* | 10 | 20 | 2 | 11
> CCCc1noc(-c2ccnc(-n3ncc(C(=O)N4CCOCC4)c3C)c2)n1
    2 | 4 | 3 | 2 | -1 | 1 | 0 | 0
> CN(C(=O)COC(=O)c1cc(Cl)ccc1O)C1CCCCC1
    4 | 20 | -15 | 12 | 18 | 15 | 3 | 17
> O=C(NCc1noc(COc2ccccc2)n1)c1ccc(F)c(F)c1
    0 | . | -3 | . | 1 | -14 | -1 | -5
> Cc1ccc(NC(=O)Cn2c(C)nc3c(-c4ccncc4)nsc3c2=O)cc1
    -1 | -272 | -22 | -63 | -3 | -110 | -20 | -59
> O=C(/C=C/c1ccc2c(c1)OCO2)NCc1ccc2c(c1)OCO2
    0 | 32* | 1 | 21 | -2 | 25 | 5 | 9
> O=C(CS(=O)(=O)c1cn(CC(=O)N2CCCCCC2)c2ccccc12)Nc1ccccc1F
    5 | 18 | -2 | 15 | 21 | 18 | 3 | 6
> CN1[C@@H](CCC(=O)N2CC[C@@H](O)C2)CNC(=O)[C@@H]2[C@H]1CCN2C1CCCCC1
    -3 | -20 | -6 | -10 | -7 | -7 | -2 | -5
> N#Cc1ccccc1-c1ccccc1C(=O)NCc1ccccc1F
    0 | 0 | -20 | -1 | -8 | -7 | -3 | -4
> Cc1cccc(NC(=O)c2cccnc2N2CCOCC2)c1
    0 | 9 | 2 | -5 | 10 | 7 | 0 | 0
> CC(C)NC(=O)c1nc(Cn2c(C(F)F)nc3ccccc32)no1
    0 | 17 | 3 | 6 | 3 | 5 | 0 | 8
> COc1ccc(CCNC(=O)N2C[C@H]3C[C@H]4[C@](C2)(CN(C)S4(=O)=O)O3)cc1
    5 | -4 | 1 | -74 | -151 | -32 | -1 | -4
> CN1CCCc2cc(C(CNC(=O)COc3ccccc3F)N3CCCCC3)ccc21 (stereo not drawn)
    -6 | -68 | -4 | -22 | -2 | -22 | -2 | -20
> CCOC(=O)c1ccc(S(=O)(=O)N2CCC(C(=O)OC(C)C(=O)Nc3cccc([N+](=O)[O-])c3)CC2)cc1 (stereo not drawn)
    23 | 83* | 4 | 42* | -59 | 8 | 5 | 15
> CSc1ccc(OC2CCN(Cc3ccccc3)CC2)cc1
    3 | 5 | -7 | -4 | -7 | -2 | -2 | 3
> Cc1nc(N2CCCC2)ncc1-c1cc(=O)[nH]c(N2CCC(C)CC2)n1
    0 | -2 | -1 | -2 | 0 | 1 | -3 | 0
> Cc1ccc(CNC(=O)c2n[nH]c3c2CCCC3)cc1
    4 | -3 | -8 | 20 | -11 | 2 | -5 | -7
> COc1ccccc1CN(Cc1cc2ccc(C)cc2[nH]c1=O)C(=O)Nc1ccccc1OC
    -8 | -32 | 1 | -11 | 1 | -22 | -1 | -17
> CC(=O)Nc1ccc(CN2CCC3(CC2)Nc2ccccc2C2=NCCN23)cc1
    -8 | -54 | -2 | -20 | -8 | -27 | -5 | -17
> Nc1cc(C2CCN(C(=O)Cc3cccc(C(F)(F)F)c3)CC2)no1
    0 | -18 | -1 | -1 | -4 | 1 | -1 | -3
> COc1ccc([C@@H]2CN(Cc3cccc(F)c3)C[C@H]2c2cc(=O)[nH]c(C)n2)cc1
    -7 | -35 | -2 | -12 | 16 | -8 | 0 | -3
> O=C1NCc2ccccc2CC12CCN(Cc1cccc(F)c1F)C2 (stereo not drawn)
    -8 | -67 | -13 | -22 | -6 | -20 | -5 | -5

Seven of the entries above in order of the USP17 block value, lowest first:
Every second line gives: USP10 inh | USP30 inh | USP7 inh | USP28 block | USP8 block | USP17 block | UCHL1 block | OTUD3 block
> O=C1NCc2ccccc2CC12CCN(Cc1cccc(F)c1F)C2 (stereo not drawn)
    -8 | -67 | -13 | -22 | -6 | -20 | -5 | -5
> N#Cc1ccccc1-c1ccccc1C(=O)NCc1ccccc1F
    0 | 0 | -20 | -1 | -8 | -7 | -3 | -4
> Fc1ccccc1Cn1c(COc2ccccc2)nc2ccccc21
    13 | 27 | -26 | 10 | 5 | -2 | 9 | 0
> O=C(Nc1ccc(OCc2ccccc2)cc1)Nc1ccccc1N1CCOCC1
    7 | 22 | 6 | 18 | 13 | 5 | 6 | 13
> CC(CNC(=O)CCc1nnc2n(Cc3ccccc3Cl)c(=O)c3ccccc3n12)c1ccccc1 (stereo not drawn)
    -1 | -7 | 1 | -14 | -71 | 6 | -4 | -12
> Cc1cccc(NC(=O)c2cccnc2N2CCOCC2)c1
    0 | 9 | 2 | -5 | 10 | 7 | 0 | 0
> O=C(/C=C/c1ccc2c(c1)OCO2)NCc1ccc2c(c1)OCO2
    0 | 32* | 1 | 21 | -2 | 25 | 5 | 9

Only USP28 block (5 entries from above):
SMILES | USP28 block
CSc1ccc(OC2CCN(Cc3ccccc3)CC2)cc1 | -4
Cc1nc(N2CCCC2)ncc1-c1cc(=O)[nH]c(N2CCC(C)CC2)n1 | -2
Cc1ccc(CNC(=O)c2n[nH]c3c2CCCC3)cc1 | 20
COc1ccccc1CN(Cc1cc2ccc(C)cc2[nH]c1=O)C(=O)Nc1ccccc1OC | -11
CC(=O)Nc1ccc(CN2CCC3(CC2)Nc2ccccc2C2=NCCN23)cc1 | -20
